# Assay outcomes: PubChem, several laboratories
# MT stabilizer: stabilizes microtubules in HeLa cells; HeLa tubulin immunostaining HCS, 24 h; share of cells brighter than vehicle mean+2SD; % tubulin-high responders, % at 10 µM; actives 0.83% (n = 200,000); AID 2205;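 active means plate Z-score above 3 for both tubulin-high and condensed-nucleus cell shares, with cell loss under 80%, at 10 µM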;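 further: anti alpha tubulin signal scored within the nucleus-defined area of each cell; some results filed as inactive read as strong as hits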
# bCat nuc transl: beta-catenin nuclear translocation modulation; HeLa beta-catenin nuclear translocation, immunofluorescence imaging; actives 0.3% (n = 190,000); nuclear translocation activity, % at 5 µM;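 active means nuclear translocation activity above 50% at 5 µM, with a well cell count of 50 or more; inconclusive means wells under 50 cells across six images, flagged as toxic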;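 further: per-cell ratio of nuclear to cytoplasmic median beta-catenin stain intensity; plate controls were DMSO negative control for no effect and GSK-3 inhibitor IX positive control for full effect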
#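 test system = HeLa cells, endogenous beta-catenin | dosing = single 5 µM dose plus 0.02–20 µM confirmation series | times = compound treatment 24 h, 37°C, 5% CO2 | technique = beta-catenin immunofluorescence imaging with DAPI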
# WT yeast gro inh: growth inhibition of WT yeast, mitochondrial fusion screen. actives 2.1% (n = 190,000). mitochondrial fusion phenotypic screen, WT strain. inhibition, % at 10 µM; in the data active means inhibition above about 58%; tested in S. cerevisiae
# Ins promoter up: MIN6 insulin promoter up-regulation; z-score at 5 µM; MIN6 insulin promoter-GFP reporter, high-content imaging; active compounds read high; actives 0.3% (n = 190,000);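 active means z-score above 3 at 5 µM with at least 500 cells counted in the well; inconclusive means wells under 500 cells, flagged as cytotoxic or low count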
# human PMI inhibitors: human PMI inhibitors, high substrate, primary screen, biochemical, fluorescence intensity, high mannose 6-phosphate (AID 1220); recombinant PMI enzyme, coupled fluorescence intensity; higher % means a stronger effect; inhibition, % at 20 µM, or IC50 in µM where a hit was titrated; actives 0.66% (n = 190,000)
# human PMI inhibition: MPI enzyme activity inhibition – biochemical, fluorescence intensity, coupled assay, primary screen (AID 1209); actives 0.42% (n = 190,000); inhibition, % at 20 µM, or IC50 in µM where a hit was titrated; purified PMI enzyme, coupled fluorescence intensity; higher % means a stronger effect;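 further: plate controls were DMSO vehicle for no effect and wells lacking substrate for full effect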
# Dynein cargo inh: blocks dynein driven cargo transport along microtubules | z-score, hits read low | actives 0.47% (n = 220,000) | 3617.4 mouse cells, GR-EGFP nuclear translocation imaging; test concentration mostly 20 µM; stimulated with dexamethasone, 1 µM; active compounds read low;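 active means plate z-score of nuclear minus cytoplasmic receptor signal below a set negative limit, without overly bright fluorescence or cell loss, cut at about -3.5 in these data, passing the limit was not always enough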;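 further: z-score of nuclear minus cytoplasmic ring GR-EGFP intensity difference per well; some compounds called inactive have numbers as strong as hits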
#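 Medium: Induction medium lacking tetracycline, stripped serum | Probe or stimulus: 1.0 µM final dexamethasone stimulus | Schedule: 48 h induction, then 1 h compound, then 30 min agonist, 37 °C | Signal: Automated 10x imaging of fixed Hoechst-stained cells | Evaluation: Per-cell GR-EGFP intensity, nucleus versus surrounding cytoplasmic ring, well-averaged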
# Autophagy mod: modulators of autophagy. MEF GFP-LC3 puncta imaging; test concentration mostly 10 µM. calls only at 10 µM (by protocol). actives 0.98% (n = 190,000). AID 463193;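 active means percentage of spot-positive cells more than 3 SD above its plate mean, without a fluorescence outlier flag or 80% toxicity; inconclusive means no clear call, values can overlap the other calls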;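 further: spot-positive cell cutoff set from DMSO-treated cells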
# Yfh1-off respiration: enhancers of respiration in Yfh1-depleted yeast, dose response, Friedreich's ataxia, plus single-dose screen (AID 1465); actives 0.074% (n = 220,000); S. cerevisiae Yfh1-off respiration, WST-1 reduction, 72 h; higher fold induction means a stronger effect; fold induction at 50 µM, or EC50 in µM where a hit was titrated;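 active means fold induction of absorbance versus untreated yeast above a set limit, then at least 30% activation at any dose in follow-up; inconclusive means repeats straddling the limit, or above it without dose testing; inactive means fold induction below the set limit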;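 further: activators that raise dye reduction in frataxin-depleted yeast; strong numbers were not always called active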
# WT yeast gro inh mutant strain: second read-out of WT yeast gro inh, no call of its own (marks repeat the call); inhibition, %; mitochondrial fusion phenotypic screen, mutant strain inhibition
# Dynein cargo inh cytoplasmic EGFP: second read-out of Dynein cargo inh, no call of its own (marks repeat the call); z-score; measured here: cytoplasmic GR-EGFP intensity; active compounds read high
# Dynein cargo inh nuclear GR-EGFP: also measured in Dynein cargo inh; calls as there; z-score; measured here: nuclear GR-EGFP intensity;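 lower value marks the stronger effect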
# Dynein cargo inh cell count: further read-out of Dynein cargo inh, marked with its call; z-score; measured here: cell count per field
# Ins promoter up cell count: second read-out of Ins promoter up, no call of its own (marks repeat the call); cell count; measured here: cytotoxicity, nuclei count;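 total cells summed across four imaged fields per well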
# bCat nuc transl cell count 5 µM: second read-out of bCat nuc transl, no call of its own (marks repeat the call); cell count; measured here: cell count, cytotoxicity flag
# MT stabilizer Hoechst-high %: second read-out of MT stabilizer, no call of its own (marks repeat the call); % Hoechst-high responders; measured here: nuclear condensation Hoechst responders;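 share of cells brighter than vehicle mean plus two SD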
# MT stabilizer cytotoxicity %: second read-out of MT stabilizer, no call of its own (marks repeat the call); toxicity, %; measured here: cytotoxicity by cell density;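 0% = mean cell density of plate MIN control wells and 100% = no cells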
# Autophagy mod cell loss 18 h: further read-out of Autophagy mod, marked with its call; toxicity, %; measured here: cell loss, nuclei count;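 cell loss after 18 h compound exposure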
# * marks the source's active call; other numbers are inactive results; i = inactive; ? = inconclusive; / = no result given. Unless noted, no stated cut-off is given here; in the data, active means inhibition above about 50%; inactive means the rest. This is a random part of the collection. About 5% of those tested had a hit in this group.
SMILES,MT stabilizer,MT stabilizer Hoechst-high %,MT stabilizer cytotoxicity %,bCat nuc transl,bCat nuc transl cell count 5 µM,WT yeast gro inh,WT yeast gro inh mutant strain,Ins promoter up,Ins promoter up cell count,human PMI inhibitors,human PMI inhibition,Dynein cargo inh,Dynein cargo inh cytoplasmic EGFP,Dynein cargo inh nuclear GR-EGFP,Dynein cargo inh cell count,Autophagy mod,Autophagy mod cell loss 18 h,Yfh1-off respiration
CCOc1ccc(C(=O)N2CCC(C(=O)c3ccc4c(c3)OCCO4)CC2)cc1,1.9,1.4,2.3,-2.5,1148,0,-16,-0.43,1120,0%,6%,0.56,-0.23,0.45,0.64,i,-4,i
CCCn1c(=O)c(C(=O)NCc2cccnc2)c(O)c2ccccc21,5.2,2.5,1.7,-4.0,1101,-10,-3,1.3,1112,-12%,-7%,0.68,-0.17,0.2,-2.1,i,1,i
COc1cc(OC)cc(-c2nc3ccccc3c(=O)n2OC(=O)c2ccccc2C)c1,3.9,3.3,7.5,-2.4,874,-4,-11,0.13,1568,6%,15%,-1.2,-0.091,0.055,-0.12,i,-13,i
O=C(CN1CCN(c2ccccc2)CC1)Nc1nccs1,3.4,3.3,5.1,1.2,1000,9,11,-1.6,1290,3%,7%,0.49,0.26,0.68,-0.85,i,11,i
COc1ccc2nc3sc(C(=O)NCCCN4CCc5ccccc5C4)cc3cc2c1,3.5,4.7,3.7,-1.2,951,17,6,-0.36,1155,-6%,-14%,0.31,-0.3,0.036,-0.17,i,26,i
Cc1ccc(C(C(=O)NC(C)(C)C)N(Cc2cccs2)C(=O)c2csnn2)cc1 (stereo unspecified),4.4,2.0,6.2,/,/,/,/,/,/,/,/,-0.65,-0.25,-0.011,-0.85,i,0,i
CCCCOc1ccc(C(=O)NCc2ccco2)cc1,2.1,1.6,9.2,1.4,1329,-10,13,0.19,1492,2%,11%,1.2,-0.095,0.69,-1.4,i,5,i
CC1=N/C(=C/c2cccnc2)C(=O)O1,2.0,1.9,3.7,-1.6,1056,-18,-12,-0.13,1157,-2%,1%,-0.27,-0.38,-0.12,0.46,i,6,i
COc1ccc(S(=O)(=O)NCC2CCC(C(=O)NCC(OC)OC)CC2)cc1 (stereo unspecified),2.1,1.5,2.2,-0.9,1143,5,10,-0.81,1314,-12%,-17%,0.44,-0.22,0.48,-0.48,i,-16,i
COC(=O)c1ccccc1NC(=O)C/C(C)=N/NC(=O)CC#N,2.4,2.8,6.9,0.4,1554,-9,-6,2.5,1582,-4%,-7%,0.47,-0.32,0.38,-0.084,i,-5,i
CCCCOc1ccc(-c2cnc3ccccc3n2)cc1,2.2,2.0,7.2,0.8,822,22,15,0.09,1346,8%,21%,0.084,-0.21,0.061,0.19,i,0,i
CCCCn1c(=O)[nH]c(=O)c2c1nc(-c1ccc(-c3ccccc3Br)o1)n2CC,0.3,1.1,11,-2.2,1432,-1,1,-1.6,1215,3%,0%,-1.1,-0.033,-0.75,-0.058,i,-3,i
CSc1nc2ccc(Cl)cc2[nH]1,3.8,2.0,5.7,0.5,963,-9,-4,/,/,4%,6%,-0.99,-0.23,-0.31,-0.63,i,9,i
CCOc1cc(/C=C2\C(=O)N(CCc3ccc(OC)c(OC)c3)C(C)=C2C(=O)OC)ccc1O,2.2,2.2,8.5,0.9,1400,1,6,-0.28,1272,51%*,19%,-4*,0.59*,-1.6*,0.08*,i,12,i
CN(C)S(=O)(=O)c1ccc2c(c1)c(=O)c(C(=O)N1CCOCC1)cn2C,4.2,2.5,7.0,-1.2,1161,7,-2,1,893,16%,7%,-0.93,-0.21,-0.46,0.72,/,/,i
Cn1c(SCC(=O)c2ccc(F)cc2)nnc1-c1cnccn1,4.5,2.0,7.4,-2.0,1107,2,15,0.82,1035,2%,-2%,0.083,-0.32,0.26,-0.33,i,3,i
COc1ccc(OC)c(Nc2nc(N)nc(CCl)n2)c1,/,/,/,-0.4,1350,/,/,0.25,1080,/,/,-0.81,-0.12,-0.44,-0.29,/,/,i
Cc1ccc(NC(=O)CSc2nnc(NC(=O)c3ccc(S(=O)(=O)N4CCOCC4)cc3)s2)cc1,3.2,3.0,6.4,0.9,918,-5,-29,0.08,1239,-10%,4%,-0.34,-0.3,-0.41,0.57,i,1,i
Cn1c(C(=O)N2CCCC(C(=O)NCCc3ccccc3)C2)cc2sccc21 (stereo unspecified),6.0,4.3,4.2,-0.4,1366,8,11,1.7,1529,0%,1%,2.6,-0.19,1.4,-1.5,i,4,i
Cc1ccc(SCCNC(=O)c2ccc(C)c(S(=O)(=O)Nc3ccccc3C)c2)cc1,1.7,2.5,7.9,2.3,1332,-9,-6,-0.63,1258,13%,15%,-0.46,-0.088,0.16,1.3,i,-26,i
O=C(c1cccc(Cl)c1)N1CCN(Cc2c[nH]c3ccccc23)CC1,1.6,2.4,6.0,0.6,974,-3,7,-0.24,1642,-7%,4%,-0.092,-0.3,0.12,0.57,i,6,i
CCOC(=O)c1c(-c2ccccc2)oc2ccc(OC(C)C(=O)O)cc12 (stereo unspecified),/,/,/,0.3,1283,/,/,-0.19,1020,/,/,-0.14,-0.23,-0.14,0.29,/,/,i
CCCn1nc2ccccc2c1P(=N)(N1CCOCC1)N1CCOCC1,3.2,2.0,7.5,0.6,813,1,-5,-0.13,1183,0%,1%,0.83,-0.31,0.82,-1.1,i,5,i
CCN(CC)Cc1cc2[nH]c3c4ccc(Cl)cc4ncc3c2cc1OC,/,/,/,0.0,1187,/,/,?,/,/,/,0.17,-0.75,-0.22,0.28,/,/,i
CN1N=C(C(=O)N2CCN(c3ccc([N+](=O)[O-])cc3)CC2)CCC1=O,2.5,2.1,2.9,/,/,-27,4,-0.11,1209,18%,5%,-0.087,-0.3,-0.38,0.058,i,8,i
O=C(Cn1c(=O)sc2ccccc21)Nc1ccccc1,2.3,1.3,6.6,-0.1,1234,11,10,0.22,1236,-5%,3%,-0.44,-0.1,-0.37,1.2,i,-10,i
O=c1cc(-c2ccc(O)cc2)oc2cc(O)c(C3OC(CO)C(O)C(O)C3O)c(O)c12 (stereo unspecified),4.0,1.6,6.4,-3.5,1171,1,9,-0.01,1348,20%,8%,-0.64,-0.25,-0.25,0.79,i,-15,i
N#Cc1c2n(c3c(=O)[nH]cnc13)CCCC2,1.8,2.3,7.2,-1.9,1190,-8,3,0.65,1134,-10%,-8%,-0.076,-0.08,-0.056,0.19,i,-11,i
COc1ccc(NC(=O)C2CCN(Cc3cnn(-c4ccccc4)c3-n3cccc3)CC2)cc1OC,1.5,0.7,9.8,2.4,1104,-6,9,-4.6,813,-6%,7%,-0.22,-0.17,-0.17,0.42,i,10,i
Cn1cccc1CC(=O)N/N=C/c1ccc([N+](=O)[O-])cc1,/,/,/,-3.9,1255,/,/,-0.47,1368,/,/,0.17,-0.26,0.032,0.52,/,/,i
COc1ccc(N2CCN(C(=S)NCCc3ccccc3)CC2)cc1,3.0,1.6,4.4,/,/,/,/,/,/,/,/,0.81,-0.17,1.1,-0.7,i,-37,i
CN1CCN(C(=O)Cn2c(C(F)(F)F)nc3ccccc32)CC1,3.1,2.2,4.9,-16,1269,-18,-7,/,/,-6%,-2%,-0.094,-0.085,-0.095,0.29,i,-3,/

# Quoted from the listing.
# human PMI inhibitors result of CN1N=C(C(=O)N2CCN(c3ccc([N+](=O)[O-])cc3)CC2)CCC1=O → 18%
# MT stabilizer cytotoxicity % result of CCCn1nc2ccccc2c1P(=N)(N1CCOCC1)N1CCOCC1 → 7.5
# WT yeast gro inh mutant strain result of O=C(Cn1c(=O)sc2ccccc21)Nc1ccccc1 → 10
# Autophagy mod cell loss 18 h result of COc1ccc(N2CCN(C(=S)NCCc3ccccc3)CC2)cc1 → -37
# WT yeast gro inh mutant strain result of N#Cc1c2n(c3c(=O)[nH]cnc13)CCCC2 → 3

# Compound profiles (already shown).
# `CN1CCN(C(=O)Cn2c(C(F)(F)F)nc3ccccc32)CC1` reads MT stabilizer = 3.1; MT stabilizer Hoechst-high % = 2.2; MT stabilizer cytotoxicity % = 4.9; bCat nuc transl = -16; bCat nuc transl cell count 5 µM = 1269; WT yeast gro inh = -18; WT yeast gro inh mutant strain = -7; Ins promoter up = /; Ins promoter up cell count = /; human PMI inhibitors = -6%; human PMI inhibition = -2%; Dynein cargo inh = -0.094; Dynein cargo inh cytoplasmic EGFP = -0.085; Dynein cargo inh nuclear GR-EGFP = -0.095; Dynein cargo inh cell count = 0.29; Autophagy mod = i; Autophagy mod cell loss 18 h = -3; Yfh1-off respiration = /
# `CN1N=C(C(=O)N2CCN(c3ccc([N+](=O)[O-])cc3)CC2)CCC1=O` reads MT stabilizer = 2.5; MT stabilizer Hoechst-high % = 2.1; MT stabilizer cytotoxicity % = 2.9; bCat nuc transl = /; bCat nuc transl cell count 5 µM = /; WT yeast gro inh = -27; WT yeast gro inh mutant strain = 4; Ins promoter up = -0.11; Ins promoter up cell count = 1209; human PMI inhibitors = 18%; human PMI inhibition = 5%; Dynein cargo inh = -0.087; Dynein cargo inh cytoplasmic EGFP = -0.3; Dynein cargo inh nuclear GR-EGFP = -0.38; Dynein cargo inh cell count = 0.058; Autophagy mod = i; Autophagy mod cell loss 18 h = 8; Yfh1-off respiration = i
